Screening results deposited in PubChem BioAssay by several laboratories.
MgcRacGAP inhibition: MgcRacGAP GTPase-activating activity inhibitors, confirmation, biochemical, ADP Hunter fluorescence. actives 0.6% (n = 340,000). inhibition, % at 30 µM, or IC50 in µM where a hit was titrated. MgcRacGAP-stimulated Rac1 GTP hydrolysis, ADP Hunter fluorescence; higher % means a stronger effect; GST-tagged Rac1 F28L mutant substrate;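 active = first-screen hits whose inhibition reached a set limit at any dose in the follow-up dose series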;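 also: fluorescence reports GDP produced by GAP-driven GTP hydrolysis; strong numbers were not always called active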
SV40 large T antigen: SV40 large T antigen inhibitors, biochemical (AID 1903). SV40 large T antigen ATPase/helicase inhibition assay; higher % means a stronger effect. one-dose inhibition, % at 20 µM; IC50 in µM for titrated hits. actives 0.39% (n = 310,000); in the data active = a potency from the dose series; also: strong numbers were not always called active
GPR35 antagonists: GPR35 antagonists blocking zaprinast-driven arrestin recruitment, primary screen, imaging, U2OS, beta-arrestin-GFP, zaprinast agonist (AID 2058); U2OS GPR35 beta-arrestin-GFP translocation imaging, zaprinast antagonism; higher % means a stronger effect; one-dose inhibition, % at 10 µM; IC50 in µM for titrated hits; actives 0.052% (n = 290,000);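 active = inhibition of at least 50% with at least 30 cells and total cytoplasm GFP at most 10,000,000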
GPR55 activation: GPR55 agonists via beta-arrestin recruitment, primary screen, imaging, U2OS cells, beta-arrestin-GFP redistribution (AID 1961) | U2OS GPR55 beta-arrestin-GFP redistribution imaging; higher % means a stronger effect | activation, % at 10 µM, or EC50 in µM where a hit was titrated | actives 0.048% (n = 290,000);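 active = activation above 40% with more than 50 cells counted in the well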;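 also: U2OS osteosarcoma cells stably expressing GPR55 and beta-arrestin-GFP; plate controls were DMSO negative control for no effect and LPI positive control for full effect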
AID2073: disruptors of CaV2.2 binding to Mint1 – biochemical, HTRF (AID 2073) | HTRF protein-protein interaction, Mint1-CaV2.2; higher % means a stronger effect | inhibition, % at 20 µM; hits with a dose series show IC50 in µM | actives 0.19% (n = 290,000); in the data active = inhibition mostly above about 51%, no sharp cut-off; also: some results filed as inactive read as strong as hits
Yfh1-off respiration: mitochondrial function rescue without frataxin homolog – Friedreich's ataxia, plus single-dose screen, dose response (AID 1465). one-dose fold induction at 50 µM; EC50 in µM for titrated hits. actives 0.074% (n = 220,000). S. cerevisiae Yfh1-off respiration, WST-1 reduction, 72 h; higher fold induction means a stronger effect;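 active = fold induction of absorbance versus untreated yeast above a set limit, then at least 30% activation at any dose in follow-up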;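 also: activators that raise dye reduction in frataxin-depleted yeast; strong numbers were not always called active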
GPR55 LPI antagonism: GPR55 antagonists blocking LPI-driven arrestin recruitment, primary screen, imaging, U2OS, beta-arrestin-GFP, LPI agonist (AID 2013) | actives 0.13% (n = 290,000) | U2OS GPR55 beta-arrestin-GFP translocation imaging, LPI antagonism; higher % means a stronger effect | one-dose inhibition, % at 10 µM; IC50 in µM for titrated hits;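 active = spots per cell inhibited over 60%, with over 100 cells counted and total cytoplasm intensity under 500,000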;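 also: U2OS cells stably carrying GPR55 and arrestin-GFP stimulated by 5 µM LPI near EC80; imaged beta-arrestin-GFP aggregate spots per cell after agonist stimulation; plate controls were LPI-stimulated DMSO wells for no effect and DMSO wells without LPI for full effect; some results filed as inactive read as strong as hits; confirmed hits need IC50 under 10 µM and bright autofluorescent wells are also inconclusive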
Dengue-2 NS5 capping: Dengue-2 NS5 methyltransferase inhibitors, primary screen, biochemical, confirmation dose response (AID 588689) | Dengue-2 NS5 methyltransferase capping enzyme assay, biochemical; higher % means a stronger effect | inhibition, % at 25 µM; hits with a dose series show IC50 in µM | actives 0.3% (n = 340,000); in the data active = a potency from the dose series
NTR1 ag: NTR1-driven beta-arrestin-GFP spot formation – imaging, U2OS cells, high content, primary screen (AID 493036) | P30989 | actives 0.17% (n = 330,000) | agonist mode | activation, % at 20 µM;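 active = activation at or above 40% of the spot to cytoplasm intensity ratio, with at least 20 cells analyzed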;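 also: 0% = DMSO without peptide and 100% = 100 nM NTR1 peptide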
Target sequence (P30989 whole entry, looked up): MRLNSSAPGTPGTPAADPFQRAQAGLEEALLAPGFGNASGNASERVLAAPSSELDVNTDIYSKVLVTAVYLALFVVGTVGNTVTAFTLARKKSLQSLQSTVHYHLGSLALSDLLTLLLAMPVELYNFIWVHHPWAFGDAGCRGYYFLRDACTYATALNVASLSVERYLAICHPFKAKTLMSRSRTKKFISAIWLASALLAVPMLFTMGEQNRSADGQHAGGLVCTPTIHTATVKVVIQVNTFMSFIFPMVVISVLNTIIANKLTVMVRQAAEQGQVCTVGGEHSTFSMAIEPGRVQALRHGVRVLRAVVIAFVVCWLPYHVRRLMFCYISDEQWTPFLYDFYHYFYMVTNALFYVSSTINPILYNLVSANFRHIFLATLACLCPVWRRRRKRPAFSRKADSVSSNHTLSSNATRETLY
NTR1 ag cell count 20 µM: further read-out of NTR1 ag, marked with its call; cell count; measured here: cell count, cytotoxicity flag
* hit, by the source's call; i = inactive; · = no result given.

no.	molecule	MgcRacGAP inhibition	SV40 large T antigen	GPR35 antagonists	GPR55 activation	AID2073
1	COc1cccc(NC(=O)CN2CCN(c3ccc(F)cc3)CC2)c1	10.1%	10.5%	15.9%	0.0%	-3.1%
2	CN1CCc2c(sc3nc(SCC(N)=O)n(-c4ccccc4)c(=O)c23)C1	2.8%	7.2%	18.0%	-0.1%	6.6%
3	COc1ccc(C(=O)OCC(=O)N2CCCCC2)cc1[N+](=O)[O-]	10.4%	5.3%	-10.4%	0.3%	11.1%
4	Cc1ccc(S(=O)(=O)Nc2ccc(S(=O)(=O)N3CCOCC3)cc2)cc1[N+](=O)[O-]	8.1%	10.6%	-1.3%	-0.1%	3.5%
5	Cc1ccccc1OCC(=O)NCC(=O)N/N=C/c1ccc(Br)o1	2.3%	14.7%	12.0%	-0.1%	1.5%
6	CCCCOc1ccc(N2C(N)=NC(N)=NC23CCCCC3)cc1	3.4%	8.4%	9.9%	0.2%	6.5%
7	COc1ccc(C)cc1NC(=O)CN(C)S(=O)(=O)c1cccs1	7.4%	37.0%	13.6%	-0.1%	-5.8%
8	O=C(NC1=NCCS1)c1ccc(Cl)c(S(=O)(=O)N2CCCC2)c1	0.0%	10.3%	-5.4%	0.6%	1.4%

no.	Yfh1-off respiration	GPR55 LPI antagonism	Dengue-2 NS5 capping	NTR1 ag	NTR1 ag cell count 20 µM
1	i	20.2%	0.7%	2.6	54
2	i	-0.4%	-44.1%	-0.5	42
3	i	8.3%	-2.3%	1.2	55
4	·	2.0%	0.0%	-0.5	43
5	i	5.7%	13.3%	-0.9	49
6	·	-2.8%	-8.5%	-0.4	45
7	i	5.7%	9.4%	-1.0	70
8	i	0.7%	-0.7%	0.5	98

Further records:
no.	molecule	MgcRacGAP inhibition	SV40 large T antigen	GPR35 antagonists	GPR55 activation	AID2073
9	O=S(=O)(c1ccc(Br)c2ccccc12)N1CCOCC1	5.4%	8.5%	2.4%	-0.2%	18.1%
10	COc1ccccc1C(=O)NC(=O)COC(=O)c1cc[n+]([O-])cc1	9.3%	18.9%	·	·	·
11	COc1ccc(N(CC(=O)NC2CCCC2)S(=O)(=O)c2c(C)[nH]c(=O)[nH]c2=O)cc1	5.5%	-0.3%	4.3%	-0.1%	1.6%
12	CCOc1ccc(Oc2ccc(Cl)cc2NC(=O)CCNC(C)=O)cc1	12.4%	5.5%	-3.7%	-0.3%	-9.6%
13	CCOc1ccccc1NC(=O)CSc1nnc(Cn2c(=O)sc3ccccc32)n1C	2.7%	-2.0%	-0.5%	-0.5%	9.1%
14	COc1ccc(C(=O)NNC(=O)C(=O)N2CCCCC2)cc1OC	-1.6%	20.2%	-4.7%	-0.1%	45.7%
15	COc1cccc(N2C(=O)CC(N3CCN(S(=O)(=O)c4ccccc4)CC3)C2=O)c1 (stereo not drawn)	12.7%	11.8%	-14.9%	-0.2%	7.3%
16	CCN(CC)S(=O)(=O)c1ccc(N2CCCCC2)c(NC(=O)/C(C#N)=C/c2ccc(OC)cc2)c1	8.1%	8.1%	-10.3%	-0.1%	8.1%

no.	Yfh1-off respiration	GPR55 LPI antagonism	Dengue-2 NS5 capping	NTR1 ag	NTR1 ag cell count 20 µM
9	·	-5.8%	-2.4%	-1.2	68
10	·	·	-2.9%	0.7	66
11	i	0.7%	-3.5%	-1.7	70
12	i	8.9%	-1.5%	-0.4	71
13	i	4.0%	-5.1%	10.4	55
14	·	-20.6%	-2.6%	-0.6	67
15	i	21.2%	-7.6%	0.3	55
16	i	0.6%	-2.9%	0.5	43

Next part.
no.	molecule	MgcRacGAP inhibition	SV40 large T antigen	GPR35 antagonists	GPR55 activation	AID2073
17	CCn1ccnc1CN1CCC(n2nccc2NC(=O)c2ccccc2OC)CC1	5.7%	4.0%	-8.4%	0.0%	0.2%
18	O=C(COC(=O)/C=C/c1ccc(OC(F)F)cc1)Nc1cccc(S(=O)(=O)N2CCCC2)c1	6.5%	14.1%	·	·	·
19	COc1ccc(-n2nc(C(=O)NCC(=O)NC3CCCC(C)C3C)c3ccccc3c2=O)c(OC)c1 (stereo not drawn)	7.2%	1.7%	13.2%	-0.2%	4.1%
20	c1ccc(-c2cnc(CSc3nnc4ccccn34)o2)cc1	8.5%	5.5%	-6.4%	-0.1%	7.1%
21	N#Cc1c(-c2ccc(Cl)cc2)ccnc1N1CCOCC1	5.9%	14.3%	-0.6%	0.3%	15.8%
22	N/C(Cc1ccc([N+](=O)[O-])cc1)=N\OC(=O)c1cccc(Br)c1	2.5%	6.0%	3.9%	0.2%	1.2%
23	COc1ccc(NS(=O)(=O)c2ccc3[nH]c(=O)[nH]c3c2)cc1OC	1.9%	15.2%	5.7%	-0.2%	7.2%
24	CCN1C(=O)/C(=C2/C=Cc3cc(C)ccc3N2CC)N(C)C1=S	60.4µM*	17.1%	0.1%	0.3%	-33.5%

no.	Yfh1-off respiration	GPR55 LPI antagonism	Dengue-2 NS5 capping	NTR1 ag	NTR1 ag cell count 20 µM
17	·	18.1%	0.0%	0.5	72
18	·	·	-3.6%	1.4	40
19	·	2.2%	6.5%	11.3	49
20	i	6.6%	-5.7%	-0.1	104
21	i	4.6%	5.4%	-0.3	34
22	i	3.1%	-9.1%	1.5	77
23	·	-6.6%	-10.8%	-0.2	58
24	i	-0.7%	1.9%	2.6	66

Remaining list, next part
no.	molecule	MgcRacGAP inhibition	SV40 large T antigen	GPR35 antagonists	GPR55 activation	AID2073
25	Cc1ccc(C(C)C)c(OCC(O)CN(C)Cc2ccccc2)c1 (stereo not drawn)	9.2%	6.6%	-1.3%	-0.1%	23.4%
26	CN1C(=O)/C(=C\c2ccco2)N=C1c1ccc(Cl)cc1Cl	10.0%	9.6%	-10.9%	-0.1%	3.0%
27	O=C(COc1ccc(Cl)cc1Cl)OCn1nnc2ccccc2c1=O	13.9%	0.2%	-12.1%	0.2%	4.0%
28	COc1ccc(OC)c(NC(=O)NNC(=O)COc2ccc(F)cc2F)c1	4.8%	-2.3%	13.1%	-0.2%	5.3%
29	O=C(COC(=O)c1cc(-c2ccccc2)nc2ccccc12)Nc1ccc2c(c1)OCO2	3.4%	3.2%	-0.7%	0.4%	4.2%
30	CCS(=O)(=O)N1CCC(C(=O)NC2CCCCCCC2)CC1	0.3%	9.2%	-4.0%	0.0%	6.4%
31	O=C(NCc1ccncc1)Nc1ccccc1F	5.2%	-3.3%	-0.4%	0.2%	0.3%
32	COc1ccc(C(=O)Nc2nnc(S(=O)(=O)Cc3ccc(F)cc3)s2)cc1	7.8%	8.3%	-18.5%	-0.2%	7.2%

no.	Yfh1-off respiration	GPR55 LPI antagonism	Dengue-2 NS5 capping	NTR1 ag	NTR1 ag cell count 20 µM
25	·	4.0%	-0.7%	4.2	79
26	i	7.0%	-16.1%	1.2	59
27	i	2.3%	0.8%	-2.1	48
28	·	5.4%	-1.3%	-0.6	63
29	i	-6.8%	-4.4%	3.2	21
30	i	-9.1%	2.7%	0.0	47
31	i	13.6%	-2.6%	2.2	79
32	·	1.0%	0.8%	0.1	64

Three entries picked at random from those above, as already listed:
no.	molecule	MgcRacGAP inhibition	SV40 large T antigen	GPR35 antagonists	GPR55 activation	AID2073
30	CCS(=O)(=O)N1CCC(C(=O)NC2CCCCCCC2)CC1	0.3%	9.2%	-4.0%	0.0%	6.4%
26	CN1C(=O)/C(=C\c2ccco2)N=C1c1ccc(Cl)cc1Cl	10.0%	9.6%	-10.9%	-0.1%	3.0%
31	O=C(NCc1ccncc1)Nc1ccccc1F	5.2%	-3.3%	-0.4%	0.2%	0.3%

no.	Yfh1-off respiration	GPR55 LPI antagonism	Dengue-2 NS5 capping	NTR1 ag	NTR1 ag cell count 20 µM
30	i	-9.1%	2.7%	0.0	47
26	i	7.0%	-16.1%	1.2	59
31	i	13.6%	-2.6%	2.2	79

Following part.
no.	molecule	MgcRacGAP inhibition	SV40 large T antigen	GPR35 antagonists	GPR55 activation	AID2073
33	Cc1c(C(=O)N(Cc2ccccc2)C(C)C)oc2ccc(S(=O)(=O)N3CCOCC3)cc12	2.5%	8.3%	11.4%	-0.1%	10.7%
34	Cc1cccc(C(=O)NNC(=O)CSc2nnc(C(C)C)n2C)c1	5.1%	6.8%	3.3%	-0.1%	-3.9%
35	Cc1c(NC(NC(=O)CC(C)C)C(Cl)(Cl)Cl)c(=O)n(-c2ccccc2)n1C (stereo not drawn)	0.2%	10.5%	-6.8%	0.1%	5.0%
36	CSc1nc2ccccc2nc1N(C)S(=O)(=O)c1ccc(C)cc1	2.1%	11.4%	10.9%	-0.3%	9.4%
37	CCCn1c(N2CCN(C(=O)N3CCCCC3)CC2)nc2ccccc21	-9.2%	20.9%	12.4%	-0.3%	-1.5%
38	COc1ccc(-c2nc(CS(=O)(=O)CC(=O)NCc3cccc(OC)c3OC)c(C)o2)cc1	10.6%	23.2%	5.9%	-0.1%	4.2%
39	COc1ccc(OC)c(NC(=O)CN(C)CC(=O)Nc2ccccc2Br)c1	21.6%	3.5%	4.3%	-0.2%	7.8%
40	CC(=O)OCCCn1c(C)[n+](C)c2cc(Cl)c(Cl)cc21	-10.7%	8.9%	8.3%	-0.3%	-12.1%

no.	Yfh1-off respiration	GPR55 LPI antagonism	Dengue-2 NS5 capping	NTR1 ag	NTR1 ag cell count 20 µM
33	·	17.4%	-1.8%	0.3	46
34	·	-6.8%	-6.7%	-0.8	52
35	i	11.3%	-11.1%	1.3	46
36	i	8.0%	-3.2%	0.6	64
37	i	-18.0%	-5.6%	-0.5	86
38	·	5.0%	0.0%	-1.9	43
39	i	-10.1%	-4.5%	-0.7	67
40	i	-1.9%	3.2%	0.5	47

Carrying on.
no.	molecule	MgcRacGAP inhibition	SV40 large T antigen	GPR35 antagonists	GPR55 activation	AID2073
41	CCOC(=O)Cn1c(CN2CCOCC2)nc2c1c(=O)n(C)c(=O)n2C	-1.8%	-1.1%	-4.4%	0.2%	-1.9%
42	CCN1CC(CN(C)Cc2nc(-c3ccco3)oc2C)CC1=O (stereo not drawn)	6.8%	1.5%	7.2%	0.4%	1.7%
43	N#Cc1cn(CC(=O)O)c2ccccc12	4.3%	-1.0%	0.6%	-0.1%	-6.7%
44	CCOC(=O)c1ccc(NC(=S)N2CCC(C(N)=O)CC2)cc1	6.2%	5.1%	-7.7%	-0.3%	-36.8%
45	CC(=O)NC(=S)NNC(=O)COc1ccc([N+](=O)[O-])cc1	10.8%	22.4%	-20.7%	0.0%	2.2%
46	Cc1cc(C2CC(=O)Nc3ccccc3S2)c(C)s1 (stereo not drawn)	11.9%	2.6%	1.2%	-0.2%	-2.2%

no.	Yfh1-off respiration	GPR55 LPI antagonism	Dengue-2 NS5 capping	NTR1 ag	NTR1 ag cell count 20 µM
41	i	-3.8%	0.0%	-1.9	58
42	i	10.1%	4.8%	0.5	41
43	·	1.7%	-1.6%	-2.7	47
44	i	4.8%	-8.3%	3.0	46
45	i	1.2%	-2.1%	1.2	39
46	i	4.1%	1.5%	2.0	43
